Screening results as filed in PubChem.
Pol eta inh – inhibitors of human DNA polymerase eta; Q9Y253; recombinant Pol eta, fluorescent DNA replication assay; Potency, µM (titrated, usually from 114 µM), for the others: at the top dose activity change, negative = inhibition, actives largely listed as inhibitors; 390,000 tested, 1.2% active; AID 588591; note: % is set by controls: 0 for no effect and ±100 for the full control effect
Target sequence (Q9Y253 whole entry, looked up): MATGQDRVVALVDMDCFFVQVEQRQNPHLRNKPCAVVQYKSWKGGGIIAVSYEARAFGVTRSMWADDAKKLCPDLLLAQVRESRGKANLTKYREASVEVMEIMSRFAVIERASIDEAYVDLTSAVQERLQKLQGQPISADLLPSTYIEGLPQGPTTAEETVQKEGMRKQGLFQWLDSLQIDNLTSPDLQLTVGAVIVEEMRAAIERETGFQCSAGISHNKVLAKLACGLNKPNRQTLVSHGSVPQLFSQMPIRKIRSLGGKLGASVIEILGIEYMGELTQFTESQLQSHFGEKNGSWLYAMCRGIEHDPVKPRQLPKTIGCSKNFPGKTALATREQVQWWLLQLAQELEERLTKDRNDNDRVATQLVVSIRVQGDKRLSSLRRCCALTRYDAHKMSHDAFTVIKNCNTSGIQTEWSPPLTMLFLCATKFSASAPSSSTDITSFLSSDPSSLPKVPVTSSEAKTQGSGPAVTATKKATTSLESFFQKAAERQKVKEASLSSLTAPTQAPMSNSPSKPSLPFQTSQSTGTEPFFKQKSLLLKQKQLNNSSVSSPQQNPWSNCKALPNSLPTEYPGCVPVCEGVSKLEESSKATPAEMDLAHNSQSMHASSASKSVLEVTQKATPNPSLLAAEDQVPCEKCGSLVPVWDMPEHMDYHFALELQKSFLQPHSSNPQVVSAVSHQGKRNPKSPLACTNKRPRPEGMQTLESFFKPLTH
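Fluorescent replication assay: 50 nM final substrate added after a 15 min room-temperature compound preincubation with 10 nM enzyme. Signal taken at 0 min and again at 10 min.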
APEX1 inh – APE1 (human) endonuclease inhibition; recombinant APE1, TAMRA/BHQ-2 abasic DNA cleavage fluorescence; 350,000 tested, 0.35% active; Potency, µM (highest dose often 65.8 µM), for the others: at the top dose activity change, negative = inhibition, most hits filed as inhibitors; AID 2517; P27695;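 note: plate controls were vehicle for no effect and reference inhibitor for full effect; nearly all actives have a fitted effect of over 55% in size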
Target sequence (P27695 whole entry, looked up): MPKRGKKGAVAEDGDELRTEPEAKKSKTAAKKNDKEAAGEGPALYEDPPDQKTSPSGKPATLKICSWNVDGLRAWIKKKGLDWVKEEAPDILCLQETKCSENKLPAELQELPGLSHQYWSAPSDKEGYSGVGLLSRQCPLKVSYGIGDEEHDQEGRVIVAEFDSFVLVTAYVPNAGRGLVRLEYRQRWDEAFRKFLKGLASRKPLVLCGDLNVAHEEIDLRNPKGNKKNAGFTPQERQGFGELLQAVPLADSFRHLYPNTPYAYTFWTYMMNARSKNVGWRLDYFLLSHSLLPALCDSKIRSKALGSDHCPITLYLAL
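0.75 nM APE1 + cpd, 15 min RT; start w/ 50 nM TAMRA/BHQ-2 THF-abasic dsDNA; kinetic fluor 525/598 nm ×3 reads @60 s; Δ(read3−read1); normalized to DMSO and NSC13755 control wells.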
Pol beta inh – inhibitors of human DNA polymerase beta | AID 485314 | P06746 | Potency, µM (titrated, usually from 114 µM), for the others: at the top dose activity change, negative = inhibition, actives largely listed as inhibitors | 340,000 tested, 1.3% active | Pol beta primer extension/strand displacement, fluorescence kinetic; note: % is set by controls: 0 for no effect and ±100 for the full control effect
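10 nM enzyme + cpd, 15 min RT; start with substrate 50 nM final; read 0 min and after 10 min RT. Corrected, normalized data; 4-parameter Hill curve fit.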
Pol iota inh – DNA polymerase iota (human) inhibition; Potency, µM (series often up to 115 µM), without a hit: top-dose activity, negative = inhibition, hits mostly inhibitors; AID 588590; 390,000 tested, 1% active; Pol iota fluorescent replication assay, 10 min
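Fluorescent replication assay read twice, at 0 min and 10 min after adding 50 nM (final) substrate. Enzyme (10 nM) and compounds were first incubated 15 min at room temperature; enzyme-free buffer wells were negative controls.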
Pol kappa inh – inhibitors of human DNA polymerase kappa. purified Pol kappa, fluorescent DNA synthesis assay, 10 min. 400,000 tested, 0.53% active. Potency, µM (doses to about 107 µM), for inactives: top-dose activity, negative = inhibition, hits mostly inhibitors; note: % is set by controls: 0 for no effect and ±100 for the full control effect
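Kinetic fluorescence readout at 0 and 10 min followed reaction start with substrate at 50 nM final. Beforehand, enzyme (10 nM Pol kappa) stood 15 min with compound at room temperature; buffer-only wells were negative controls.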
BAZ2B inh – BAZ2B (human) inhibition; Q9UIF8; AlphaScreen BAZ2B-H3K14Ac peptide displacement; Potency, µM (series often up to 114 µM), for the others: at the top dose activity change, negative = inhibition, hits mostly inhibitors; 360,000 tested, 4.4% active; note: % is set by controls: 0 for no effect and ±100 for the full control effect; nearly all actives have a fitted effect of over 60% in size
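BAZ2B 50 nM plus b-H3(5-23)K14Ac 50 nM, PBS pH 7.4/0.01% Tween-20, 30 min RT; compound added (max 110 uM), 30 min RT; streptavidin donor/Ni-chelate acceptor beads 10 ug/mL final, 20 min dark; AlphaScreen read.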
G9a inh – blocks human histone lysine methyltransferase G9a; G9a H3K9 monomethylation, AlphaScreen, 2 h; 350,000 tested, 8.8% active; Potency, µM (titrated, usually from 102 µM), inactives show at the top dose activity, negative = inhibition, usual class: inhibitors; AID 504332; Q96KQ7; note: % is set by controls: 0 for no effect and ±100 for the full control effect; nearly all actives have a fitted effect of over 75% in size
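Quantitative HTS format: methyltransferase activity on a biotin-tagged H3K9 peptide is measured by AlphaScreen, using a rabbit anti-monomethyl-H3K9 antibody with streptavidin donor and anti-IgG acceptor beads. Final levels are 20 nM enzyme, 500 nM peptide, 20 uM SAM; 2 h RT.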
JMJD2A Tudor – JMJD2A Tudor domain (human) inhibition; O75164; AlphaScreen JMJD2A-Tudor / H3K4me3 peptide binding; Potency, µM (series often up to 114 µM), for inactives: at the highest dose activity change, negative = inhibition, most hits filed as inhibitors; 390,000 tested, 4.4% active; AID 504339; note: % is set by controls: 0 for no effect and ±100 for the full control effect; nearly all actives have a fitted effect of over 50% in size
BLM helicase inh – Bloom syndrome helicase (human) inhibition | P54132 | recombinant BLM DNA unwinding, fluorescence dequenching | Potency, µM (highest dose often 56.1 µM), for the others: top-dose activity change, negative = inhibition, hits mostly inhibitors | 350,000 tested, 0.2% active | AID 2528;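 note: plate controls were vehicle for no effect and no enzyme for full effect; nearly all actives have a fitted effect of over 35% in size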
An asterisk follows results filed as active; ? = inconclusive; . = not tested or not shown; & = joins results of further samples; ! = not active in a repeat; [ ] = another dose, or the depositor's remark. Calls come from the whole dose curve; as a rule, active = well fitted curve in the direction sought with a large enough effect; inconclusive = small, poorly fitted or top-dose-only effect, or another doubt; inactive = no such curve, though single readings can be large; an effect the other way counts as inactive or inconclusive. Potency is the fitted concentration of half-maximal effect.

smiles	Pol eta inh	APEX1 inh	Pol beta inh	Pol iota inh	Pol kappa inh	BAZ2B inh	G9a inh	JMJD2A Tudor	BLM helicase inh
CCCOc1ccc(N2C(=O)C3C(C(C)C)NC4(C(=O)c5ccccc5C4=O)C3C2=O)cc1 (stereo not given)	-8%	14%	2%	25%	-18%	-5%	?	-18%	-7%
CCNC(=S)N1CC(C)OC(C)C1 (stereo not given)	-20%	2%	9%	15%	-5%	9%	.	-12%	1%
CSc1ccc(Cn2nnc(C(=O)Nc3ccc(C)c(C)c3)c2N)cc1	-15%	?	-14%	?	-4%	8%	-13%	-3%	-2%
O=C(Oc1ccccc1)N1CCC[C@@]2(CCN(c3ccccn3)C2)C1	.	-2%	.	.	11%[60.1 µM]	.	-5%[12.7 µM]	.	-1%
O=C(O)c1ccc(COc2cccc(CO)c2)cc1	14%	-8%	0%	-28%	-2%	-4%	-1%[12.7 µM]	-18%	-2%
CN(C)S(=O)(=O)c1ccc2oc(SCC(=O)Nc3ccccc3F)nc2c1	-10%	-1%	96%[activator]	5%	-5%	.	-36%	-2%	-1%
CCc1ccccc1S(=O)(=O)c1c(C)cc(C)nc1Cl	-11%	49%[activator]	-20%	-12%	-7%	12%	17%	16%	-6%
CCSc1nc(C)cc(C)c1S(=O)(=O)c1ccccc1C	-17%	-3%	3%	5%	-13%	60%[activator]	85%[activator][59 µM]	69%[activator]	-9%
COc1ccc(CC(=O)Nc2ccc(S(=O)(=O)N3CCN(C)CC3)cc2)cc1	5%	8%	.	-2%	8%	6%	21%[59 µM]	-23%	.
COc1ccc(OC)c(NC(=O)C2CC(=O)n3ncnc3N2)c1 (stereo not given)	-3%	-1%	-1%	-10%	-7%	-26%	-36%[59 µM]	-17%	-2%
CN(Cc1cn(C)nc1-c1ccccc1F)CC1CCCCO1 (stereo not given)	-4%	5%	61%	6%	8%	7%	.	-15%	-1%
COc1ccc(CNC(=O)CN(c2ccc(OC)cc2)S(=O)(=O)c2c(C)[nH]c(=O)[nH]c2=O)cc1	-5%&-7%	41%	-1%&0%	43%&14%[activator]	3%&-3%	-20%&-4%	22%	1%&6%	0%&0%
Cc1ccc(S(=O)(=O)N(C)CC(=O)OCC(=O)NC(c2ccccc2)c2ccccc2)cc1	-3%	5%	-22%	37%[activator]	-9%	-21%	?	-15%	-8%
COc1ccccc1CNC(=O)C(=O)NCC1CCCN1S(=O)(=O)c1cccs1 (stereo not given)	-18%	-10%	.	18%	-2%	11%	-41%	-14%	.
CCOC(=O)CNC(=O)c1ccc(Br)s1	?	9%	11%	22%	5%	3%	-44%[59 µM]	3%	-4%
CCC1CCCCN1CCCNC(=O)c1ccc2c(c1)c(C)c(C)n2CC (stereo not given)	-12%&-17%	22%	-11%&27%	-6%&-5%	-23%&10%	?	?	?	-5%&7%
COC(=O)CSc1nnc(CNC(=O)c2cccs2)n1-c1cccc(C)c1	-17%	15%	25%	19%	-7%	4%	-7%	5%	-4%
Cc1cc(C)c(C(=O)CC(=O)c2cccnc2)c(C)c1	6%	.	.	17%	-5%	.	.	1%	.
O=C1CN(C(=O)CSc2nncn2-c2ccccc2)c2ccccc2N1	-15%	0%	6%	19%	-2%	.	?	-4%	-1%
COc1ccc(CNC(=O)C(c2ccco2)N(C(=O)c2csnn2)c2cccc(C)c2C)cc1 (stereo not given)	-1%	0%	6%	9%	4%	5%	-10%[59 µM]	-18%	2%
CC1CC(C)CN(C(=O)COC(=O)/C=C/c2cccc([N+](=O)[O-])c2)C1 (stereo not given)	-4%	-9%	.	?	-15%	19%	-48%	-9%	.
CN1CCN(C2Cc3ccccc3Sc3ccc(Cl)cc32)CC1 (stereo not given)	-15%	16%&16%	6%[57.1 µM]	-14%	?	-37%	?	79µM*	1%
Cc1c(NS(=O)(=O)c2cccc(C(=O)O)c2)c(=O)n(-c2ccccc2)n1C	-9%&-14%	24%	73%&0%	50µM*!	-1%&7%	-12%&4%	-3%&5%[59 µM]	9%&5%	0%&0%
Cc1cccc(C)c1OC(=O)CSc1nnc(-c2ccccc2O)o1	0%	-3%	-23%	14%	-10%	-30%	-28%[59 µM]	-2%	-4%
O=C(CNCc1ccc(F)cc1)Nc1cc(S(=O)(=O)N2CCOCC2)ccc1Cl	-16%	1%	.	-16%	-18%	.	.	-22%	.

New compounds follow
smiles	Pol eta inh	APEX1 inh	Pol beta inh	Pol iota inh	Pol kappa inh	BAZ2B inh	G9a inh	JMJD2A Tudor	BLM helicase inh
CCC(C)NC(=O)C1(C)CCC(=O)N1CCc1ccc(OC)c(OC)c1 (stereo not given)	-12%	0%	-28%	-6%[58.9 µM]	0%	3%	11%[59 µM]	-16%	-1%
CCc1c(C)nc(N2CCN(Cc3ccccc3)CC2)[nH]c1=O	-13%	-3%	0%	13%	-5%	0%	-42%[12.7 µM]	-7%	-1%
Cc1ccc(S(=O)(=O)NCCCCCC(=O)Nc2ccccn2)cc1	-9%	-2%	-2%	-13%	-10%	4%	?	-19%	-9%
C=CCC1CCC/C(=N\NS(=O)(=O)c2ccc(C)cc2)C1 (stereo not given)	-10%	-17%	1%	-8%	1%	-4%	25µM*	-6%	-9%
Cc1ccc(OCCn2nnc3sc4c(c3c2=O)CCC(C(C)(C)C)C4)cc1 (stereo not given)	.	.	22µM*	-11%	-13%	-1%	8%[59 µM]	-11%	-7%
COc1ccc(S(=O)(=O)NCCc2cn3cccc(C)c3n2)cc1OC	-5%	3%	-21%	-8%	1%	8%	-9%[59 µM]	-10%	-9%
O=S(=O)(NC1CCCC1)c1ccc(S(=O)(=O)N2CCCN(Cc3ccccc3)C2)cc1	-25%	1%	?	-4%[58.9 µM]	-17%	-2%	-19%[59 µM]	-26%	-5%
O=C(CCSCCc1ccccn1)Nc1ccc(Cc2ccncc2)cc1	-1%	2%	?	27%	-4%	.	?	-27%	-1%
O=C(N=C1N=C2C=CC(Br)=CN2Cc2ccccc21)c1ccc([N+](=O)[O-])cc1[N+](=O)[O-]	-1%	-8%	3%	15%	0%	-23%	50µM*	?	-3%
COCCNC(=O)COCc1cc(-c2ccc3c(c2)OCO3)on1	-9%	36%	-19%	-16%	-2%	1%	17%	12%	-3%
Cc1cc(C)nc(Nc2n[nH]c(-c3ccccc3C)n2)n1	-10%	-8%	22%	21%	2%	-28%	?	13%	-2%
COc1cccc(CNC(=O)CCC2CCCN(C(=O)c3cc(C)[nH]n3)C2)c1 (stereo not given)	-4%	25%	-9%	14%	-2%	6%	0%[0.501 µM]	-9%	-2%
O=C(CSc1cccc[n+]1[O-])NCCCc1ccccc1	-6%	15%	26%	5%	3%	-4%	5%	-4%	1%
O=C(Oc1ccc(C(=S)N2CCOCC2)cc1)c1cc([N+](=O)[O-])cc([N+](=O)[O-])c1	-9%	1%	?	3%	3%	-27%	35µM*	-32%	-1%
O=c1[nH]cc(I)cc1I	-5%	8%	-1%	?	11%	3%	-2%	-4%	-7%
CCOC(=O)C1(Cc2ccc(Cl)cc2)CCN(C(=O)C2=NNC(=O)CC2)CC1	-24%	5%	-21%	57%[activator]	-3%	-18%	3%	-5%[57.1 µM]	-1%
COc1cccc(NC(=O)Nc2nnc(Cc3ccc(OC)c(OC)c3)s2)c1	-2%	13%	-8%	60%[activator]	-11%	2%	3%[2.33 µM]	-23%	-12%
N/C(Cc1ccc([N+](=O)[O-])cc1)=N\OC(=O)c1ccco1	-18%	4%	?	27%	-2%	-17%	-22%	-4%	3%
COc1ccc(-n2c(SCc3ccccc3F)nc3c([nH]c4ccccc43)c2=O)cc1	5%	.	30%	-4%	-2%[60.1 µM]	3%	10%[59 µM]	2%	1%
O=C(Nc1ccc2oc(-c3cccnc3)nc2c1)c1ccc(-c2ccc(Cl)cc2)o1	.	.	?	18%	-7%	5%	-50%[59 µM]	-18%	-9%
CSc1nc(-c2ccco2)nn1C(=O)c1ccc(C)cc1	-22%	15%	28%	5%	4%	8%	45µM*	20%	1%
Cc1ccc(CC(=O)N2CC(C)OC(C)C2)cc1 (stereo not given)	-5%	-10%	-15%	18%	-9%	2%[57.1 µM]	46%[activator]	-7%	-3%
COc1cc(C)c(S(=O)(=O)Nc2ccccc2F)cc1C	-8%	0%	?	0%	-10%	?	-24%[12.7 µM]	-25%[11.4 µM]	-9%
CN1/C(=C\C(=O)COC(=O)c2ccccc2O)C(C)(C)c2ccccc21	-19%	-4%	-26%	10%	-14%	0%	55%[activator]	-1%	-12%
O=C(Nc1ccc(OC(F)(F)F)cc1)C1CC(c2ccc(F)cc2)=NO1 (stereo not given)	-19%	0%	2%	14%	7%	.	-39%	0%	1%

JMJD2A Tudor: hit marks shown above
smiles | Pol eta inh | Pol iota inh | Pol kappa inh | BAZ2B inh | G9a inh | JMJD2A Tudor | BLM helicase inh
CN1CCN(C2Cc3ccccc3Sc3ccc(Cl)cc32)CC1 (stereo not given) | -15% | -14% | ? | -37% | ? | 79µM* | 1%

Further compounds:
smiles	Pol eta inh	APEX1 inh	Pol beta inh	Pol iota inh	Pol kappa inh	BAZ2B inh	G9a inh	JMJD2A Tudor	BLM helicase inh
CCc1cccc(C)c1NC(=O)CN1CCN(S(=O)(=O)c2ccc(C(C)(C)C)cc2)CC1	-20%	-22%	.	14%	4%	2%	8%[59 µM]	-25%	.
O=C(OCn1nnc2ccccc2c1=O)c1cc2ccccc2o1	-11%	-3%	-10%	13%	1%	-2%	?	-1%	-5%
CCN(CC)C(=O)[C@H]1C[C@H](CC(=O)NCCc2ccccn2)C(=O)N2CCc3c([nH]c4ccc(Cl)cc34)[C@]12C	-11%	27%	.	-13%	16%	.	.	-12%	.
CCN(Cc1ccccc1)C(=O)Cn1c(=O)n(CC(=O)N2CCCCC2)c(=O)c2sccc21	-25%	37%	-26%	5%	5%	-3%	?	-5%	0%
CC(=O)C1C(c2ccc(C)cc2)c2c(n[nH]c2C)CC1(C)O (stereo not given)	-5%	2%	13%	15%	5%	-4%	18%	6%	-2%
COc1cccc(CNC(=O)CCNC(=O)c2ccccc2OC)c1	-12%	9%	14%	8%	1%	4%	-7%	-1%	-2%

The list is partial (hit frequency here may not be typical).
